Myeloid diff MLP: induction of myeloid progenitor differentiation, primary screen, cell-based, flow cytometry, MLPCN library; ER-HoxA9 myeloid progenitors, lysozyme-GFP differentiation; 360,000 compounds, 1% hits; calls only at 10 µM;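 active = normalized GFP-positive differentiation at or above the plate's own cutoff, the solvent-only control mean plus 3 SD; inconclusive = no clear call, values can overlap the other calls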;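 note: cells exposed to compound for four days before flow analysis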
Myeloid diff MLP GFP+ MAC1+ %: also measured in Myeloid diff MLP; calls as there; GFP+ MAC1+ double positive, %; measured here: differentiation confirmed by MAC1 staining
* hit, by the source's call; i = inactive; u = inconclusive; x = no result given; + = active, no number. This is a subset; the hit share may differ from the screen's.

SMILES	Myeloid diff MLP	Myeloid diff MLP GFP+ MAC1+ %
CC1(C(=O)Nc2nccs2)CCN1C(=O)CC(c1ccccc1)c1ccccc1 (stereo not drawn)	i	1.5
COc1ccc2nc3cc([N+](=O)[O-])ccc3c(NNc3ccc([N+](=O)[O-])cc3)c2c1	u	x
O=C1C(=Cc2ccc(Cl)cc2)CCc2ccccc21	i	1.4
COCCNC(=O)C1CCCN(C(=O)c2cccnc2Oc2ccccc2)CC1 (stereo not drawn)	i	1.0
O=C(NCc1ccncc1)[C@@H]1CCCN1C(=O)[C@@H]1CCCN1C(=O)c1cccc2ccccc12	i	0.8
CN[C@@H](CO)C(=O)NC[C@H]1O[C@@H](n2cnc3c(N)ncnc32)[C@H](O)[C@@H]1O	i	2.2
CC1CCCC(NC(=O)CCCCCn2c(=S)[nH]c3ccsc3c2=O)C1C (stereo not drawn)	i	0.5
Cc1cc(C)cc(Cn2c3ccc(NC(=O)NCCc4cccs4)cc3c(=O)n2C)c1	i	0.5
CC(C)=CCC[C@H](C)C[C@@H]1Cc2[nH][nH]c(=O)c2[C@@H](c2ccc(F)cc2)O1	i	0.8
O=C(CC(=O)c1ccccn1)c1ccccc1	i	0.8
Nc1ccn([C@@H]2O[C@H](CNC(=O)[C@@H](Cc3cn(COCc4ccccc4)cn3)NC=O)[C@@H](O)[C@H]2O)c(=O)n1	i	1.2
CCCCN(CCCC)Cc1cc(=O)oc2ccc3ccccc3c12	i	1.1
Oc1ccc(C[C@H]2CNC(=S)N2CC2CCCN2C[C@H](Cc2ccc(O)cc2)N2C[C@H](Cc3ccccc3)N(CC3CCCCCC3)C2=S)cc1 (stereo partly drawn)	i	1.3
CCN1C[C@@H]2[C@@H]3C(=O)N(C)C(=O)[C@@H]3[C@](C)(C1=O)N2C(=O)c1ccc(Br)cc1	i	1.4
COc1ccc(NC(=O)N(C)[C@H]2C[C@H]3c4[nH]c5ccc(-c6ccc7c(c6)OCO7)cc5c4CCN3C[C@H]2[C@H](C)O)cc1	i	0.6
CCc1nc2ccc(C(=O)NCCCn3ccnc3)cn2c1N(C)Cc1cc2ccccc2s1	i	0.9
COCCN1C[C@@H](CO)O[C@@H](n2cnc3c(NCc4ccncc4)ncnc32)C1	i	0.7
O=C1c2cc([N+](=O)[O-])ccc2-c2cc(Br)c(N=C(NO)C(F)(F)F)cc21	i	1.7
COC(=O)c1ccc(OC)c(CSc2nnc(-c3ccc(C)cc3)o2)c1	i	0.1
COc1cc2c(cc1OC)C(Cc1cc(OC)c(OC)cc1[N+](=O)[O-])=NCC2	u	x
COc1cc(C)ccc1OCc1cc(C(=O)NC(c2ccccn2)C(F)(F)F)no1 (stereo not drawn)	i	0.8
CCCCCCC(=O)Oc1cccc(C2=CC(=O)CC(C)(C)C2=O)c1	i	0.3
CCOC(=O)C1=C[C@@H](C(C)C)N(S(=O)(=O)c2ccc(C)cc2)[C@H]1c1ccc(C(C)C)cc1	i	0.3
CC(C)C[C@@H]1COc2cccc(N3CCSCC3)c2S(=O)(=O)N1	i	1.1
CN(CCO)c1cccc2c1S(=O)(=O)N[C@H](Cc1ccccc1)CO2	i	0.8
O=C(c1[nH]c(C(F)(F)F)nc1-c1ccccc1)N1CCN(Cc2c(F)cccc2Cl)CC1	i	0.5
CCOc1ccc(NC(=O)COC(=O)C2COc3ccccc3O2)cc1 (stereo not drawn)	i	1.2
CCOC(=O)C1CCCN(C(=O)c2ccc(C)c(F)c2)CC1 (stereo not drawn)	i	1.7
CCCNC(=O)C1(C)CCN(C(=O)c2cccc(C(F)(F)F)c2)C1 (stereo not drawn)	i	0.5
CCOC(=O)[C@]12CCCC=C1N(Cc1cccc3ccccc13)C(=O)[C@H](CC(=O)N1CCCC1)C2	i	1.4
CCCCn1nnnc1C(c1ccccc1)N1CCN(C/C=C/c2ccccc2)CC1 (stereo not drawn)	i	1.3
COC(=O)C[C@H]1C=C[C@H](NC(=O)c2ccccn2)[C@@H](CO)O1	i	2.5
CC(C)Cc1nnc(NC(=O)C2CCCN(C(=O)c3ccc(Cl)cc3)C2)s1 (stereo not drawn)	i	0.9
COc1ccc2cc(CNCCOCCOCCNCc3ccc4cc(OC)ccc4c3)ccc2c1	u	x
CNC(=O)C1(C)CCN1C(=O)Cc1ccc(C(C)C)cc1 (stereo not drawn)	i	0.8
O=C1CN(CN2CCCCC2)C(=O)CN1CN1CCCCC1	i	1.4
C[C@H]1CN([C@@H](C)CO)C(=O)CCCn2cc(nn2)CO[C@@H]1CN(C)C(=O)Nc1ccc(C(C)(C)C)cc1	i	0.9
CC(=O)Nc1c(-c2ccc(C)cc2)nc2ccc(Cl)cn12	i	1.8
NC(=O)c1cnc(Cc2c[nH]c3ccccc23)c(I)c1	i	1.5
COc1ccc(C2c3cc4c(cc3OC(N3CCOCC3)C2C)OCO4)c(OC)c1 (stereo not drawn)	i	1.5
Cc1cc(C(=O)COC(=O)Cc2c(F)cccc2Cl)c(C)n1C	i	1.7
O=P(NC1CCCCC1)(c1ccccc1)c1ccccc1	i	0.3
CCOC(=O)CN(C(=O)c1snc(C(N)=O)c1N)C(C(=O)NCCC(C)C)c1ccc(C)cc1 (stereo not drawn)	i	1.1
COCCCN1C(=O)C(CC(=O)NC(c2ccccc2)c2ccccc2)CC(C(=O)N(C(C)C)C(C)C)=C1C (stereo not drawn)	i	1.0
COc1ccc(-c2oc3cc(O)c(OC)c(O)c3c(=O)c2OC)cc1O	u	x
N=NC(=O)c1ccccc1Nc1c(O)[nH]c2ccccc12	i	0.3
O=C(NCCc1ccccc1O)c1cc2c(cc1[N+](=O)[O-])OCO2	i	5.6
CCOC(=O)N1C(=O)C[C@](Sc2ccc(C)cc2)(C(=O)OC)[C@H]1c1ccccc1	i	0.4
COC(=O)[C@@]12C[C@@H](CC(=O)N3CCSCC3)C(=O)N(Cc3ccco3)C1=CCC(C)(C)C2	i	3.1
CC1=C(C(=O)N2CCCCCC2)CC(CC(=O)NCc2cccs2)C(=O)N1Cc1ccccc1 (stereo not drawn)	i	1.3
Cc1cc(Cl)c2oc(C(=O)N3CCN(c4cnccn4)CC3)c(C)c2c1	i	0.6
CN(CC(=O)NCCc1ccc(S(N)(=O)=O)cc1)CC(=O)Nc1ccc(Cl)c(C(F)(F)F)c1	i	0.8
Cc1cccc(OCCC(=O)OCC(=O)N2c3ccccc3NC(=O)C2(C)C)c1	i	0.2
CC(=O)C[C@@H]1OC[C@H](C(C)C)N1S(=O)(=O)c1ccc(C)cc1	i	3.3
O=C(Nc1ccc(F)cc1)C(c1ccccc1)N1CCN(c2cccc(C(F)(F)F)n2)CC1 (stereo not drawn)	i	2.7
COc1cccc(C(=O)N2[C@H](COCc3ccccc3)C=CS2(=O)=O)c1	i	0.4
Cc1ccc(N2CC(C(=O)N3CCN(c4ccccn4)CC3)CC2=O)cc1 (stereo not drawn)	i	0.6
COc1cccc(CNc2nc3cc(-c4ccsc4)sc3c(=O)n2C)c1OC	i	1.0
CCc1nc2ccc(C(=O)N3CCN(C(=O)c4ccco4)CC3)cn2c1N(C)C(=O)Nc1ccccc1OC	i	0.9
Cc1noc(NS(=O)(=O)c2ccc(NC(=O)c3cccc(S(=O)(=O)N(C)c4ccccc4)c3)cc2)c1C	i	0.5
Remaining list, next part
SMILES	Myeloid diff MLP	Myeloid diff MLP GFP+ MAC1+ %
Nc1nc2c(nnn2Cc2ccc(Cl)c(Cl)c2)c(=O)[nH]1	i	1.4
O=C(O)C(=Cc1cccc([N+](=O)[O-])c1)c1ccccc1	i	0.3
O[C@H]1C[C@H](c2ccc(Cl)cc2)N(CC2CCCCC2)C[C@@H]1n1cc(C2CC2)nn1	i	0.1
COc1cc(CN2CCC(C(=O)NC(c3ccc(F)cc3)c3ccc4ccccc4n3)CC2)cc(OC)c1 (stereo not drawn)	i	1.1
COc1ccc(N2CCN(CCCn3cnc4c(OC)ncnc43)CC2)cc1	i	0.2
O=C(NCc1ccccc1)C(c1ccccc1F)n1c(=O)c(-c2ccco2)nc2ccccc21 (stereo not drawn)	i	4.3
OC(c1ccc(-c2ccccc2)cc1)c1ncc(-c2cccc(F)c2)[nH]1 (stereo not drawn)	i	0.6
C[C@@H]1CN([C@@H](C)CO)C(=O)CCCn2cc(nn2)CO[C@H]1CN(C)S(=O)(=O)c1ccc(-n2cccn2)cc1	i	1.9
CCCCNC(=O)C(=O)Nc1ccc2c(c1)N(S(=O)(=O)c1cccs1)CCC2	u	x
COc1ccc(CNC(=O)C2CCN(S(=O)(=O)c3ccc(N4CCCC4=O)cc3)CC2)cc1	i	0.6
CC1=C(C(=O)N(C(C)C)C(C)C)CC(CC(=O)NCc2cccs2)C(=O)N1Cc1ccc(C(C)(C)C)cc1 (stereo not drawn)	i	2.5
N/C(=N\C(=S)Nc1ccc2c(c1)OCO2)c1ccccc1	i	1.2
O=C(NCO)c1cccnc1	i	1.1
COC(=O)C1CC2=C(CC(C)(C)CC2=O)N(c2ccccc2)C1=O (stereo not drawn)	i	0.8
Cc1ccc(S(=O)(=O)N(C)C[C@@H]2Oc3ncc(C#CCC(C)C)cc3C(=O)N([C@H](C)CO)C[C@H]2C)cc1	i	1.1
CCN1C[C@@H]2[C@@H]3C(=O)N(Cc4ccccc4)C(=O)[C@@H]3[C@](C)(C1=O)N2C(=O)c1ccc(C)cc1	i	1.5
CCc1nc2ccc(C(=O)NCc3ccc4c(c3)OCO4)cn2c1N(CC)CCOC	i	1.9
O=C(O)CCCN1C(=O)C2C3CCC(C3)C2C1=O (stereo not drawn)	i	0.6
CC(C)NC(=O)Cn1nnc(-c2ccccc2)c1COc1ccc2ccccc2c1	i	0.9
CCOc1ccc(CCN2C(=O)C(=O)N([C@@H](CC(C)C)CN3CCC[C@@H]3CN3C(=O)C(=O)NC[C@@H]3CC(C)C)C[C@@H]2Cc2ccccc2)cc1	i	0.8
CC(=O)Oc1ccc(Cn2c(C)c(C(=O)NC3CC3)sc2=O)cc1	i	4.3
NNc1cccc(C=Cc2ccccc2)cc1=O	i	3.4
COC(=O)[C@@]12C[C@@H](CC(=O)NCCCCc3ccccc3)C(=O)N(Cc3ccc4c(c3)OCO4)C1=CCC(C)(C)C2	+	36*
CN1/C(=C/C(=O)COC(=O)CN2C(=O)C3CC=CCC3C2=O)C(C)(C)c2ccccc21 (stereo not drawn)	i	0.7

Rewritten with two lines to a compound: 13 of the compounds above.
Below each SMILES – Myeloid diff MLP, Myeloid diff MLP GFP+ MAC1+ %
CC1(C(=O)Nc2nccs2)CCN1C(=O)CC(c1ccccc1)c1ccccc1 (stereo not drawn)
  i, 1.5
COc1ccc2nc3cc([N+](=O)[O-])ccc3c(NNc3ccc([N+](=O)[O-])cc3)c2c1
  u, x
O=C1C(=Cc2ccc(Cl)cc2)CCc2ccccc21
  i, 1.4
COCCNC(=O)C1CCCN(C(=O)c2cccnc2Oc2ccccc2)CC1 (stereo not drawn)
  i, 1.0
O=C(NCc1ccncc1)[C@@H]1CCCN1C(=O)[C@@H]1CCCN1C(=O)c1cccc2ccccc12
  i, 0.8
CN[C@@H](CO)C(=O)NC[C@H]1O[C@@H](n2cnc3c(N)ncnc32)[C@H](O)[C@@H]1O
  i, 2.2
CC1CCCC(NC(=O)CCCCCn2c(=S)[nH]c3ccsc3c2=O)C1C (stereo not drawn)
  i, 0.5
Cc1cc(C)cc(Cn2c3ccc(NC(=O)NCCc4cccs4)cc3c(=O)n2C)c1
  i, 0.5
CC(C)=CCC[C@H](C)C[C@@H]1Cc2[nH][nH]c(=O)c2[C@@H](c2ccc(F)cc2)O1
  i, 0.8
O=C(CC(=O)c1ccccn1)c1ccccc1
  i, 0.8
Nc1ccn([C@@H]2O[C@H](CNC(=O)[C@@H](Cc3cn(COCc4ccccc4)cn3)NC=O)[C@@H](O)[C@H]2O)c(=O)n1
  i, 1.2
CCCCN(CCCC)Cc1cc(=O)oc2ccc3ccccc3c12
  i, 1.1
Oc1ccc(C[C@H]2CNC(=S)N2CC2CCCN2C[C@H](Cc2ccc(O)cc2)N2C[C@H](Cc3ccccc3)N(CC3CCCCCC3)C2=S)cc1 (stereo partly drawn)
  i, 1.3

The list continues.
SMILES	Myeloid diff MLP	Myeloid diff MLP GFP+ MAC1+ %
CN(C)c1ccc(NC(=O)Nc2ccc3c(c2)c(=O)n(C)n3Cc2ccccc2)cc1	i	0.9
COCCNC(=O)C1(C)CCCN(Cc2ccc(Cl)nc2)C1 (stereo not drawn)	i	0.9
Nc1nc(=S)c2ncn(C3OC(CO)CC3O)c2[nH]1 (stereo not drawn)	u	x
CCC(C)c1ccc(S(=O)(=O)N2CCN(C(=O)c3ccc(Cl)c(S(=O)(=O)N4CCOCC4)c3)CC2)cc1 (stereo not drawn)	i	0.0
CC(=O)Nc1cccc(-c2ccnc3c2CC(C)(C(=O)Nc2cccnc2)O3)c1 (stereo not drawn)	i	0.3
CC(=O)Nc1ccc2c(c1)[nH]c(=O)c1ccccc12	i	2.0
CCCCNC(=O)C1(C)CCN1C(=O)c1ccc(F)cc1Cl (stereo not drawn)	i	0.0
COC(=O)Cn1nnnc1-c1nc2cc(C)c(C)cc2[nH]c1=O	i	0.9
C[C@H](CO)N1C[C@H](C)[C@@H](CN(C)C(=O)c2ccccc2)Oc2cc(C#C[C@@H](C)O)ccc2S1(=O)=O	i	0.8
O=C(NCC1CC1)c1ccc2sc([C@@H]3O[C@H](CO)[C@H](O)[C@H](O)[C@H]3O)nc2c1	i	1.4
O=C(NCc1ccccc1)[C@@H]1CCCN1C(=O)[C@@H]1CCCN1C(=O)c1cccc2ccccc12	i	0.1
Cc1ccc(S(=O)(=O)N(C)c2ccc(OCC(=O)OCc3cccc(Br)c3)cc2)cc1	i	0.5
Cc1ccc(S(=O)(=O)N2CC(CO)=CCC2c2ccccc2)cc1 (stereo not drawn)	i	1.7
CCOC(=O)C1(C(N)=O)OC1(c1ccc(Cl)cc1)c1ccccc1Cl (stereo not drawn)	i	0.6
COc1ccccc1CCC(=O)Nc1ccc2c(c1)c(=O)n(C)n2C	i	0.6
O=C(NCCC1=CCCCC1)c1[nH]c(C(F)(F)F)nc1-c1ccccc1	i	1.9

Screens as filed in PubChem.
